All columns: NCI-60 one-dose screen, growth in % after 48 h at 10 µM unless noted; 100 = growth as untreated, 0 = no growth, -100 = all killed.
RXF 393 – RXF 393 renal cancer cells; AID 1794773; 77,000 compounds, 6.9% hits
TK-10 – TK-10 renal cancer cells; 81,000 compounds, 3.9% hits; AID 1794769
NCI-H322M – NCI-H322M lung cancer | 80,000 compounds, 2.7% hits
786-0 – 786-0 renal cancer cells | 81,000 compounds, 5.1% hits
NCI-H522 – NCI-H522 lung cancer. 78,000 compounds, 8% hits
UO-31 – UO-31 renal cancer. 81,000 compounds, 5.2% hits. AID 1794768
ACHN – ACHN renal cancer | 81,000 compounds, 4.9% hits
NCI-H460 – NCI-H460 lung cancer; 82,000 compounds, 6.8% hits
CAKI-1 – CAKI-1 renal cancer; 75,000 compounds, 4.7% hits
* marks the source's active call; other numbers are inactive results; · = not tested or not shown; & = joins results of further samples; [ ] = dose if it differs, or a comment. How the source made its calls: active means growth percent below 10; inactive means the rest.

SMILES	RXF 393	TK-10	NCI-H322M	786-0	NCI-H522	UO-31	ACHN	NCI-H460	CAKI-1
O=C(NC(CO)C(=O)O)OCc1ccccc1 (stereo not drawn)	121.2	108.7	115.5	102.7	97.3	81.7	114.7	113.2	·
O=C1C=C(c2ccccc2)C1(Cl)Cl	112.8	88.6	126.5	108.9	80.1	94.2	100.0	104.0	97.1
COc1cc(NC(=O)CSc2nnc(-c3ccc4nc(-c5ccccc5)[nH]c4c3)o2)cc(OC)c1OC	·	125.8	106.1	104.3	80.3	89.6	102.2	106.6	100.2
Nc1nc(N)c2c(n1)NC(c1ccccc1)C1CCc3ccccc3C1=N2 (stereo not drawn)	84.7	36.0	64.4	55.1	89.9	55.9	39.3	18.5	34.1
COc1ccc(-c2nn(-c3cccc(NC(=O)Nc4ccc(Cl)c(C(F)(F)F)c4)c3)cc2-c2ccncc2)cc1Cl	19.3	10.3	19.1	19.0	-8.3*	-11.2*	12.6	1.1*	9.1*
NNc1ccc(S(=O)(=O)c2ccc(NN)cc2)cc1	110.4	107.8	95.1	103.3	88.9	80.4	107.1	104.4	83.4
O=C(CC(C(=O)O)c1ccccc1)c1ccccc1 (stereo not drawn)	114.6	88.6	100.5	98.4	94.0	82.0	99.0	109.4	92.9
Cc1ccc(NC(=O)CCl)cc1Cl	101.5	103.4	97.1	117.4	·	98.5	92.3	104.9	90.8
O=C(Cl)CN1C(=O)c2ccccc2C1=O	102.3	98.5	105.1	99.5	103.6	93.5	103.0	106.3	91.3
O=C(COc1ccc(-c2nc3cc(Cl)c(Cl)cc3[nH]2)cc1)N=Nc1c(O)[nH]c2ccc([N+](=O)[O-])cc12	105.9	126.7	100.7	98.5	84.7	83.5	100.0	99.6	85.7
Clc1cc(Cl)c(Cl)nc1Cl	108.1	117.7	98.7	98.7	91.0	95.1	103.8	105.1	96.5
COc1ccc(-n2c(SCc3n[nH]c(=S)o3)nc3cc(OC)c(OC)cc3c2=O)cc1	126.0	98.5	100.9	92.9	92.1	84.4	106.4	116.6	93.7
CC[C@]12C=CCN3CC[C@]4(C(=C(C(=O)OC)C1)Nc1cc(OC)c([C@@H]5[C@H]6O[C@H]6[C@@]6(CC)CC(C(=O)OC)=C7Nc8cc(O)ccc8[C@@]78CCN5[C@@H]68)cc14)[C@@H]32	-34.2*	25.6	33.6	-8.0*	-31.2*	-4.2*	1.9*	-68.4*	11.7
COc1cc2cc(COc3nccc(-c4ccc(Cl)cc4)n3)c(=O)[nH]c2cc1OC	61.9	100.2	79.6	80.9	108.3	67.2	101.7	86.2	86.5
CC(Oc1ccccc1)C(=O)O (stereo not drawn)	·	100.0	88.1	105.3	163.1	99.0	110.5	105.0	88.0
CCN(CC)CCC(=O)NCc1cn(-c2ccc3cc4ccc(-n5cc(CNC(=O)CCN(CC)CC)nn5)cc4nc3c2)nn1	135.7	99.9	132.1	105.1	·	105.0	104.6	109.0	106.9
CSc1nc(NCCO)c(C#N)c(-c2cccc([N+](=O)[O-])c2)n1	103.6	119.9	101.6	100.0	92.3	73.2	93.0	101.3	83.9
COc1ccc2nc3c(c(NCCCN(C)C)c2c1)CCCC3	·	105.5	89.7	94.0	88.5	82.9	80.6	94.4	100.4
S=C(NCCCN1CCOCC1)NCCCN1CCOCC1	111.4	124.0	109.4	108.5	103.4	91.3	96.1	99.3	84.7
CN(CCO)c1ncnc2c1cnn2C	103.0	97.6	103.1	88.5	86.4	96.7	111.7	104.7	·

Quoted from the listing:
Reading for `COc1ccc(-n2c(SCc3n[nH]c(=S)o3)nc3cc(OC)c(OC)cc3c2=O)cc1` under ACHN: 106.4
Reading for `Cc1ccc(NC(=O)CCl)cc1Cl` under ACHN: 92.3
Reading for `CN(CCO)c1ncnc2c1cnn2C` under TK-10: 97.6
Reading for `Clc1cc(Cl)c(Cl)nc1Cl` under CAKI-1: 96.5
Reading for `S=C(NCCCN1CCOCC1)NCCCN1CCOCC1` under CAKI-1: 84.7
Reading for `O=C(NC(CO)C(=O)O)OCc1ccccc1` (stereo not drawn) under UO-31: 81.7

(list continues)
SMILES	RXF 393	TK-10	NCI-H322M	786-0	NCI-H522	UO-31	ACHN	NCI-H460	CAKI-1
NC1=NC(c2cccc([N+](=O)[O-])c2)N=C(Nc2nn[nH]n2)N1 (stereo not drawn)	99.8	92.6	100.4	99.8	101.6	·	99.6	107.7	91.4
COc1ccc(-c2c3c(nn2Cc2ccccc2)CCc2cnoc2-3)cc1	·	99.8	94.4	99.5	71.6	82.5	112.4	108.1	86.7
Cn1c2nc(=O)[nH]c(=O)c-2cc2ccccc21	104.0	104.4	155.0	107.2	112.2	97.0	99.7	109.3	·
O=C1CCC(c2ccccc2)O1 (stereo not drawn)	102.4&108.5	119.1&89.7	88.7&106.1	109.7&97.7	126.8&74.8	83.1&92.0	102.8&97.1	99.6&102.6	104.5
O=c1/c(=C/c2ccccn2)sc2nc3ccccc3n12	112.4	·	93.2	105.7	100.9	78.0	91.1	104.4	82.0
CC(C)Sc1nc(-c2ccc(Br)cc2)c(C#N)c(N2CCOCC2)n1	83.6	·	106.9	80.4	76.0	66.7	91.2	98.2	91.0
CC1=N/C(=C\c2ccccc2)C(=O)N1CCc1ccc(S(N)(=O)=O)cc1	98.9	108.1	103.4	98.2	84.3	92.2	110.7	111.5	85.0
O=C1/C(=C/C=C/c2ccco2)SC(=S)N1CCc1ccc(O)cc1	118.1	101.8	95.4	93.8	69.9	50.1	94.1	100.9	92.9
CCOC(=O)c1c[nH]c2c(Cl)c(C)ccc2c1=O	111.6	103.5	123.3	105.0	94.9	94.6	100.0	102.6	105.8
CN(C)c1ccc(/C=N/NC(=O)CSc2nc3sc4c(c3c(=O)n2-c2ccccc2)CCCCC4)cc1	-6.2*	64.9	44.9	45.0	21.2	77.8	24.6	1.5*	8.9*
CN1CCN(c2ccc(Nc3nc(NCCNS(=O)(=O)c4cccc(F)c4)c4sccc4n3)cc2)CC1	75.0	96.6	91.4	93.5	100.1	90.4	97.2	103.0	72.4
COc1ccc(-c2c(C#N)c(=O)[nH]c3c2c(N)nn3-c2ccccc2)cc1	129.7	157.4	99.3	102.5	98.7	77.9	98.1	107.4	91.1
Cc1cccc(N2CCN(CC(O)COc3ccccc3C)CC2)c1 (stereo not drawn)	96.7	107.4	95.0	95.4	103.4	78.6	104.6	102.8	94.1
O=c1[nH]c2ccccc2cc1-c1nnc(Cn2c(COc3ccccc3)nc3ccccc32)o1	75.9	85.1	93.4	40.5	63.3	34.1	78.2	85.9	·
C#CCN1C(=O)/C(=c2\sc3n(c2=O)NC2C(N=3)N(CC)C(=O)N2CC)c2ccccc21 (stereo not drawn)	·	96.5	95.8	61.2	52.4	47.9	54.4	99.2	30.1
CC[C@]12C=CCN3CC[C@@]4(c5cc(Nc6cc(O)c7c(=O)cc(-c8ccccc8)oc7c6)c(OC)cc5N(C)[C@H]4[C@@](O)(C(=O)OC)[C@@H]1OC(C)=O)[C@@H]32	70.7	86.5	85.0	76.8	66.4	45.6	77.6	68.5	45.2
CCCCC(CC)CN1C(=O)c2ccccc2C1=O (stereo not drawn)	101.8&114.1	93.1&85.7	98.4&87.1	96.6&92.8	80.1&88.4	91.8&81.7	98.4&99.5	105.3&95.2	96.7&73.9
CC(=O)OC/C1=C\CC2CCC(C)(O)C(CC(O)/C(C)=C/CC1)C2(C)C (stereo not drawn)	·	100.9	104.4	103.1	92.1	·	102.0	114.6	103.2
O=C(O)c1ccc(-n2cc(C(c3oc(CO)cc(=O)c3O)c3oc(CO)cc(=O)c3O)c(-c3ccc(Cl)cc3)n2)cc1	122.5	·	101.5	99.1	103.9	91.9	97.2	110.9	92.3
O=C(CNc1ccc(S(=O)(=O)Nc2ncccn2)cc1)Nn1c(COc2ccccc2)nc2ccccc2c1=O	79.9	95.6	101.4	79.3	72.9	91.9	90.7	84.6	56.0

Brought forward from above: two compounds; new compounds follow.
SMILES	RXF 393	TK-10	NCI-H322M	786-0	NCI-H522	UO-31	ACHN	NCI-H460	CAKI-1
O=C(O)c1ccc(-n2cc(C(c3oc(CO)cc(=O)c3O)c3oc(CO)cc(=O)c3O)c(-c3ccc(Cl)cc3)n2)cc1	122.5	·	101.5	99.1	103.9	91.9	97.2	110.9	92.3
O=C(CNc1ccc(S(=O)(=O)Nc2ncccn2)cc1)Nn1c(COc2ccccc2)nc2ccccc2c1=O	79.9	95.6	101.4	79.3	72.9	91.9	90.7	84.6	56.0
Cc1cc2c(c3c1C(=O)CC3)C(C)(C)CCC2(C)C	116.7	97.2	107.4	100.8	90.9	98.3	96.1	106.8	101.1
C=C(C)[C@@H]1CC[C@]2(C)[C@H](CC=C3[C@@H]4[C@@H](C)[C@H](C)CC[C@]4(C(N)=O)CC[C@]32C)[C@@]1(C)CCC#N	-72.2*[100 µM]	-10.2*[100 µM]	0.4*[100 µM]	-36.5*[100 µM]	-6.1*[100 µM]	-91.5*[100 µM]	-1.6*[100 µM]	-38.4*[100 µM]	6.4*[100 µM]
O=C(Cc1n[nH]c(=O)c2ccccc12)OCc1c(Cl)cccc1Cl	52.5	99.0	107.1	81.6	98.9	102.8	74.7	26.3	107.1
COc1cc(C(=O)c2cc(C(C)=O)c3cccc(C)n23)cc(OC)c1OC	46.6	78.6	69.2	47.1	19.3	45.2	51.4	16.1	33.5
O=S1(=O)N=C(Cl)c2ccccc21	103.3	96.7	89.6	104.1	99.6	94.4	102.9	106.5	92.8
CCOC(=O)C(Cc1ccc(OC)cc1)C(=O)OCC	-11.3*	46.6	36.3	39.3	25.0	46.7	44.7	30.4	-14.2*
C[C@H]1N[C@]2(C(=O)Nc3ccccc32)[C@@H](c2ccc(F)cc2)[C@@H]1C(=O)c1ccc(O)cc1	·	121.5	95.5	99.0	94.7	73.4	98.9	107.0	88.2
C=C(C)CN(CC(=C)C)C(=N)OC(C)CC (stereo not drawn)	107.5	103.3	158.4	107.7	107.3	99.6	104.2	118.2	110.7
Nc1nc(N)nc(C2CC3C=CC2C3)n1 (stereo not drawn)	106.1	94.4	96.6	104.5	102.5	92.0	104.3	100.6	98.3
CN(C)CCC(=O)c1ccc2c(c1)CCCC2	123.4	88.2	106.1	100.2	78.3	97.0	103.1	108.8	99.8
Cc1ccc(C)c2c1sc1n[nH]c(=O)c(=O)n12	138.5	113.4	146.5	109.0	65.8	91.2	108.5	106.0	93.5
CC1(C)CCC(C)(C)c2cc(C(=O)O)ccc21	106.8	103.6	103.5	96.2	130.6	94.1	111.7	109.1	101.0
O=C1c2ccccc2-c2cc(Br)ccc2NC1O (stereo not drawn)	116.2	127.8	104.0	99.1	106.5	84.3	107.8	106.2	89.6
O=C(Nc1ccc([N+](=O)[O-])cc1)c1ccc(Cl)c(Cl)c1	95.5	78.7	91.7	85.4	46.8	61.1	57.8	74.1	87.7
COc1ccc(-c2nc(SC(C)C)nc(NNC(N)=S)c2C#N)cc1	63.7	72.9	91.3	85.0	12.8	64.3	72.1	22.4	42.3
COc1cc(C(c2c[nH]c3ccccc23)N2CCCC2)cc(OC)c1OC (stereo not drawn)	101.1	91.7	92.3	103.2	83.1	66.3	91.9	101.7	93.4
C[N+](C)(C)CCS(=O)(=O)[O-]	121.7	103.1	96.5	97.8	86.9	87.2	107.3	108.5	·
CC1(C)COB(OCC(C)(C)COB2OCC(C)(C)CO2)OC1	122.5	101.7	92.2	103.6	106.0	87.7	107.6	107.1	101.8
O=C1C=Cc2ccccc2C1=C1SCCS1	127.1	123.2	98.7	98.9	90.7	61.8	96.3	110.0	80.4
CNC(=O)Oc1ccc2c(c1)[C@]1(C)CCN(C)[C@@H]1N2C	133.1	97.3	·	96.5	96.1	·	99.3	118.5	101.4
CCOC(=O)c1cnc2ccc(OC)cc2c1Nc1cccc(NS(C)(=O)=O)c1	101.8	123.1	103.1	98.9	93.3	77.4	96.3	106.2	93.4
CSc1nn2c(-c3ccco3)ccnc2c1C#N	96.2	45.6	94.8	92.8	81.2	86.8	96.8	97.5	76.5
O=C1OC(c2ccccc2)(c2ccccc2)c2ccccc21	112.5	95.5	98.2	99.7	88.1	81.9	93.3	98.9	90.5
Cc1c(/C=C2\Cc3ccc(Cl)cc3C2=O)c(=O)n(-c2ccccc2)n1C	93.3	116.6	97.7	97.8	67.5	69.7	89.7	100.3	73.2
COc1cc(/C=C/c2cc(/C=C/c3ccc(O)c(OC)c3)n(-c3c(Cl)cccc3Cl)c(=O)n2)ccc1O	-11.8*	86.0	72.7	29.7	9.9*	25.2	37.8	70.8	63.2
Cc1ccc2cccc(N)c2n1	96.2	118.7	95.6	109.7	105.7	73.1	96.9	104.2	98.3
CCN(CCC#N)c1cccc(C)c1	113.5	107.4	120.7	107.1	103.6	75.4	99.4	113.3	108.0
Nc1ccccc1-c1ccc(-c2ccc(Cl)cc2)c2c1[nH]c1ccccc12	53.4	84.0	64.0	76.5	73.5	26.1	75.2	88.6	50.0
CCOC(=O)C(CO)C1CCCC1 (stereo not drawn)	102.0	101.7	93.3	102.2	90.7	97.9	102.8	103.2	102.8
COc1cccc(-c2nn(-c3ccccc3)cc2-c2ccnc(NCCNC(=O)Nc3cccc(C(F)(F)F)c3)c2)c1	21.6	57.7	35.8	22.7	-17.9*	-21.9*	35.1	8.0*	25.7
O=C(Nc1cccc2c1CCCC2)c1cc2c([nH]c1=O)CCCC2	106.7[500 µM]	122.2[500 µM]	105.1[500 µM]	95.6[500 µM]	95.5[500 µM]	88.2[500 µM]	97.7[500 µM]	98.8[500 µM]	88.9[500 µM]

Source: PubChem BioAssay (NCI)
